Source: PubChem BioAssay
IDE exosite FP – displaces the probe from the exo-site of human IDE | P14735 | purified IDE, FL-6b probe fluorescence polarization; hits give low values | z-score at 20 µM | actives 6.3% (n = 17,000);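 active means z-score of -3 or lower, meaning strong loss of probe binding signal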;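 further: His-tagged human IDE residues 42-1019 made in E. coli with 30 nM FL-6b probe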
Target sequence (P14735 42-1019 limits assumed): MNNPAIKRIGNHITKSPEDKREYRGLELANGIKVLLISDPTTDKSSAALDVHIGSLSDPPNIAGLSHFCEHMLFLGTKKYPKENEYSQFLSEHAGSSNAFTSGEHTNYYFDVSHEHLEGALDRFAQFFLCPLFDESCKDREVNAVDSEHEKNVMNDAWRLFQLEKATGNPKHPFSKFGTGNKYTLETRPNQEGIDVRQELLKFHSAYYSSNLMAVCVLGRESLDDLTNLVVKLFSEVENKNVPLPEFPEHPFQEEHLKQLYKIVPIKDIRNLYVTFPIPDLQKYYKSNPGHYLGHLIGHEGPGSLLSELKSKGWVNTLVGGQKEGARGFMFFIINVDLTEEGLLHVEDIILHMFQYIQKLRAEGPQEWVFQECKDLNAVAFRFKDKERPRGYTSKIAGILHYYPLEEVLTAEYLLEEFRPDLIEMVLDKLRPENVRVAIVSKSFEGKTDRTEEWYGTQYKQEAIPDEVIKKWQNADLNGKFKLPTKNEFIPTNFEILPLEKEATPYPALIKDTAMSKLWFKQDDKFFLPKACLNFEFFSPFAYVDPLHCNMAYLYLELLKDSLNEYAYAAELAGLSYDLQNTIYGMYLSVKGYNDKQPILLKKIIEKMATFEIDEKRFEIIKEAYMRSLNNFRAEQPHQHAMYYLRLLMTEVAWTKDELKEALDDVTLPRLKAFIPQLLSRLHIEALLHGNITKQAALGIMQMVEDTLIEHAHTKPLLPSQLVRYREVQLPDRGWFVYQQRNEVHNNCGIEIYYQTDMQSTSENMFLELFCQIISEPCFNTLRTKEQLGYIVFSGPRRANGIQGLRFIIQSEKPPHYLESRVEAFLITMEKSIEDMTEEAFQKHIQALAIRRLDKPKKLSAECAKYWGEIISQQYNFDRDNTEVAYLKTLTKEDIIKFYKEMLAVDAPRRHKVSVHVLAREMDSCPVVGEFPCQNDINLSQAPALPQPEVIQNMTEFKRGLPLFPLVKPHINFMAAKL
Numbers without * were called inactive; & = joins results of further samples; ! = repeats disagree. Only part of the results is shown (hit frequency here may not be typical).

SMILES	IDE exosite FP
COc1cccc(CN2CC3(CN(C)C3)c3c(n(C)c4cc(OC)ccc34)[C@H]2CO)c1	0.28
O=C1CN(S(=O)(=O)c2cccc(F)c2)C[C@H]2[C@@H](c3ccc(C4=CCCC4)cc3)[C@H](CO)N12	-1.3
COc1ccc(-c2ccc([C@@H]3[C@@H](CO)N4C(=O)CN(C(=O)Cc5ccccn5)C[C@H]34)cc2)cc1	1.1
C/C=C/c1ccc([C@H]2[C@H](CO)N3CCCCN(S(=O)(=O)c4cccs4)C[C@@H]23)cc1	4.3
Cc1cccc(S(=O)(=O)N2CCCCN3[C@H](CO)[C@H](c4ccc(C#C[C@H](C)O)cc4)[C@H]3C2)c1	1.7
O=C(CC1CC1)N1CC(=O)N2[C@@H](CO)[C@H](c3ccc(C#Cc4cccc(F)c4)cc3)[C@@H]2C1	-1.5
CCCNC(=O)N1C[C@@H]2N[C@H](C1)C2c1ccc(-c2ccccc2C)cc1 (some centres undefined)	-7.8*!
N#C[C@H]1[C@H](c2ccc(-c3cccc(F)c3)cc2)[C@@H](CO)N1C(=O)CN1CCOCC1	-1.2
COc1cccc(CN2CC3(CCN(S(C)(=O)=O)CC3)c3c(n(C)c4cc(OC)ccc34)[C@@H]2CO)c1	-2.5
C[C@@H]1CN([C@@H](C)CO)C(=O)CCCn2cc(nn2)CO[C@@H]1CN(C)C(=O)Nc1cccc(C(F)(F)F)c1	-0.66
N#C[C@H]1[C@H](c2ccccc2-c2ccc(F)cc2)[C@H](CO)N1C(=O)Cc1ccccc1	4.5
CCS(=O)(=O)N1CC(=O)N2[C@H](CO)[C@@H](c3ccc(C#CCC4CCCC4)cc3)[C@@H]2C1	1.6
N#C[C@@H]1N[C@H](CO)[C@H]1c1ccc(-c2ccccc2F)cc1	2.8
O=C(Nc1cccc(F)c1)N1CC(=O)N2[C@H](CO)[C@H](c3ccc(-c4cccc(F)c4)cc3)[C@@H]2C1	0.94
OC[C@H]1[C@H](c2ccc(-c3ccccc3)cc2)[C@H]2CN(CCC(F)(F)F)CCCCN21	0.51
O=S(=O)(c1ccc(F)cc1)N1C[C@@H]2[C@H](c3ccccc31)[C@H](CO)N2Cc1ccccc1Cl	-0.67
O=C(Nc1ccccc1)N1CCCCN2[C@H](C1)[C@H](c1ccc(Br)cc1)[C@@H]2CO	4.9
COCC(=O)N1CC(=O)N2[C@H](CO)[C@@H](c3ccc(C#Cc4cccnc4)cc3)[C@H]2C1	0.86
O=C(Nc1ccc2c(c1)[C@@H]1C[C@H](CC(=O)N3CCc4ccccc4C3)O[C@@H](CO)[C@@H]1O2)c1ccc2c(c1)OCO2	1.2
C/C=C/c1ccc([C@H]2[C@@H](CO)N(S(C)(=O)=O)[C@@H]2CN(CC)C(C)=O)cc1	0.53
O=C(Nc1ccccc1)N1CCCCN2[C@H](CO)[C@H](c3ccc(C#Cc4ccccc4)cc3)[C@@H]2C1	-3.4*
COc1ccc(NC(=O)N(C)C[C@@H]2Oc3c(NS(=O)(=O)c4c(C)noc4C)cccc3C(=O)N([C@H](C)CO)C[C@@H]2C)cc1	0.5
COc1ccc2c3c(n(C)c2c1)[C@H](CO)N(C)CC31CCN(C(=O)c2ccc3c(c2)OCO3)CC1	0.21
CN1CCN(C(=O)C[C@@H]2C[C@H]3c4cc(NS(C)(=O)=O)ccc4O[C@H]3[C@@H](CO)O2)CC1	0.84
N#C[C@@H]1[C@H](c2ccccc2)[C@@H](CO)N1C(=O)c1ccc2c(c1)OCO2	-1.5
CCC(=O)N1CCCCN2[C@H](C1)[C@@H](c1ccc(-c3ccc(F)cc3)cc1)[C@@H]2CO	1.9
COc1ccc(C#Cc2ccc([C@H]3[C@H](CO)N4C(=O)CN(C(=O)c5ccc(F)cc5)C[C@@H]34)cc2)cc1	0.55
O=C(c1cccnc1)N1CC(=O)N2[C@H](C1)[C@@H](c1ccc(-c3ccccc3F)cc1)[C@@H]2CO	-2.7
CC(C)NC(=O)N1[C@@H]2CNC[C@H]1C2c1ccc(/C=C/c2ccccc2)cc1 (some centres undefined)	-1.7&-2.5
O=C(c1cccnc1)N1CC(=O)N2[C@H](C1)[C@@H](c1ccc(/C=C/c3ccccc3)cc1)[C@@H]2CO	-7.7*
COc1ccc(-c2ccc([C@H]3[C@H]4CN(C(=O)C5CC5)CC(=O)N4[C@H]3CO)cc2)cc1	-0.25
C[C@H](CO)N1C[C@H](C)[C@H](CN(C)C(=O)NC2CCCCC2)OCc2ccccc2-c2ccccc2C1=O	-0.39
O=C(C[C@@H]1CC[C@@H]2NC[C@H](O)COC[C@H]2O1)Nc1ccc(-c2ccccc2)cc1	-2.2
CC(C)C[C@H]1COCc2cn(nn2)CC[C@H](Cc2ccc(Cl)cc2)C(=O)N1	-0.3
O=C(Nc1cccc(Cl)c1)N[C@@H]1CC[C@@H](CCn2cc(Cc3ccccc3)nn2)O[C@@H]1CO	2
CNC[C@@H]1OCCCC[C@@H](C)Oc2ccc(NC(=O)Nc3ccc(OC)cc3)cc2C(=O)N([C@H](C)CO)C[C@H]1C	-0.096
CCS(=O)(=O)N1[C@H](CO)[C@@H](c2ccc(C#Cc3ccccc3F)cc2)[C@@H]1C#N	-0.43
COc1cccc(-c2ccc([C@H]3[C@H](CO)N4C(=O)CN(C(=O)C5CCC5)C[C@@H]34)cc2)c1	-6.8*
CCS(=O)(=O)N1CC2(C1)[C@@H](c1ccccc1)[C@@H](CO)N2C(=O)c1ccccc1	-0.18
COc1ccccc1-c1ccc([C@@H]2[C@@H](CO)N3CCCCN(C(=O)c4cccnc4)C[C@@H]23)cc1	-1.8
CN1C(=O)c2cc(NS(=O)(=O)c3cccc(F)c3)ccc2OC[C@H]2O[C@@H](CC(=O)NCCN3CCCCC3)CC[C@@H]21	-0.74
COCC(=O)N1[C@H](CO)[C@@H](c2ccccc2C2=CCCC2)[C@@H]1C#N	-0.82
COCC(=O)N(C)C[C@H]1[C@H](c2ccccc2)[C@H](CO)N1C(=O)NC(C)C	2
COc1cccc(-c2ccccc2[C@@H]2[C@H](C#N)N(C(=O)Cc3ccccc3)[C@H]2CO)c1	0.95
CCS(=O)(=O)N1CCCCN2[C@H](CO)[C@@H](c3ccc(-c4ccccc4F)cc3)[C@H]2C1	1.9
O=C(Nc1cc(F)ccc1F)N[C@@H]1CC[C@H](CCn2cc(C3CCCCC3)nn2)O[C@@H]1CO	0.51
CC(C)(O)C#Cc1ccc([C@H]2[C@@H](CO)N3CCCCN(S(C)(=O)=O)C[C@@H]23)cc1	1.3
O=C(c1ccc(F)cc1)N1CC(=O)N2[C@H](C1)[C@H](c1ccc(-c3ccccc3)cc1)[C@@H]2CO	1.8

7 entries from above, as comma-separated lines.
smiles,IDE exosite FP
COc1cccc(-c2ccc([C@H]3[C@H](CO)N4C(=O)CN(C(=O)C5CCC5)C[C@@H]34)cc2)c1,-6.8*
CCS(=O)(=O)N1CC2(C1)[C@@H](c1ccccc1)[C@@H](CO)N2C(=O)c1ccccc1,-0.18
COc1ccccc1-c1ccc([C@@H]2[C@@H](CO)N3CCCCN(C(=O)c4cccnc4)C[C@@H]23)cc1,-1.8
CN1C(=O)c2cc(NS(=O)(=O)c3cccc(F)c3)ccc2OC[C@H]2O[C@@H](CC(=O)NCCN3CCCCC3)CC[C@@H]21,-0.74
COCC(=O)N1[C@H](CO)[C@@H](c2ccccc2C2=CCCC2)[C@@H]1C#N,-0.82
COCC(=O)N(C)C[C@H]1[C@H](c2ccccc2)[C@H](CO)N1C(=O)NC(C)C,2
COc1cccc(-c2ccccc2[C@@H]2[C@H](C#N)N(C(=O)Cc3ccccc3)[C@H]2CO)c1,0.95

Next section.
SMILES	IDE exosite FP
COc1cccc(S(=O)(=O)N2CCCCN3[C@@H](CO)[C@@H](c4ccc(C#CCC(C)C)cc4)[C@@H]3C2)c1	0.96
O=C1N[C@H](c2ccccc2)COCc2cn(nn2)CC[C@H]1Cc1ccc(C(F)(F)F)cc1	0.57
N#C[C@@H]1[C@H](c2ccc(-c3ccc(F)cc3)cc2)[C@H](CO)N1C(=O)Cc1ccccc1	0.51
O=C(CC1CC1)N1CC(=O)N2[C@@H](CO)[C@@H](c3ccc(C#Cc4ccccc4)cc3)[C@@H]2C1	-11*
COc1cccc(NC(=O)N2C[C@H](O)COC[C@H]3O[C@H](CC(=O)N(C)C)CC[C@@H]32)c1	-0.75
COc1ccc(C#Cc2ccc([C@@H]3[C@H]4CN(C(=O)Nc5ccccc5F)CCCCN4[C@H]3CO)cc2)cc1	0.86
COc1ccc(-c2cn(CC[C@@H]3CC[C@@H](NC(=O)c4cnccn4)[C@H](CO)O3)nn2)cc1	3.5
C/C=C/c1ccc([C@@H]2[C@H](CO)N(C(=O)CC)[C@H]2CNC(=O)CC)cc1	3.2
O=C(c1ccccn1)N1C[C@H]2[C@@H](c3ccccc31)[C@H](CO)N2C(=O)Nc1ccccc1Cl	1.7
N#C[C@H]1[C@@H](c2ccccc2/C=C/c2ccccc2)[C@@H](CO)N1S(=O)(=O)c1cccc(F)c1	-0.62
CCS(=O)(=O)N1CC2(CN(Cc3ccccc3F)[C@@H](CO)c3[nH]c4cc(OC)ccc4c32)C1	-0.44
CO[C@H]1CN(C)C(=O)c2ccc(NC(=O)Nc3cc(F)ccc3F)cc2OC[C@H](C)N(C(=O)c2ccccn2)C[C@@H]1C	-0.7
Cc1ccccc1-c1ccc([C@H]2[C@H](CO)N3CCCCN(C(=O)c4cccnc4)C[C@@H]23)cc1	-3.9*
O=C(NCC1CCCCC1)[C@H]1[C@H](CO)[C@H]2Cn3c(cccc3=O)[C@@H]1N2C(=O)c1ccncc1	0.0021
CN(C)C(=O)c1cccc(-c2ccc(C3[C@@H]4CN(C(=O)Cc5ccccc5)C[C@H]3N4)cc2)c1 (some centres undefined)	-0.16
CCCC#Cc1ccc([C@H]2[C@H](CO)N3C(=O)CN(C(=O)Nc4cc(F)ccc4F)C[C@@H]23)cc1	2.9
C[C@H]1CN([C@@H](C)CO)C(=O)CCCn2cc(nn2)CO[C@H]1CN(C)S(=O)(=O)c1ccc(-n2cccn2)cc1	-0.59
CN(C)C(=O)c1cccc(-c2ccc([C@H]3[C@@H](C#N)N(C(=O)C4CCC4)[C@H]3CO)cc2)c1	3.9
CC(C)(O)C#Cc1ccc([C@H]2[C@H](CO)N3CCCCN(C(=O)c4cccnc4)C[C@@H]23)cc1	3.7
CCCC(=O)Nc1ccc2c(c1)C(=O)N(C)C[C@H](OC)[C@@H](C)CN(Cc1ccc(F)cc1)[C@@H](C)CO2	0.24
CC(=O)N1CC(=O)N2[C@H](CO)[C@@H](c3ccc(-c4ccc(C#N)cc4)cc3)[C@@H]2C1	1.8
N#C[C@H]1[C@H](c2ccc(C#Cc3ccc(F)cc3)cc2)[C@@H](CO)N1C(=O)C1CCC1	5.9
COCc1cn(CC[C@@H]2CC[C@H](NC(=O)Nc3c(C)noc3C)[C@H](CO)O2)nn1	0.036
C[C@H](O)C#Cc1ccc([C@@H]2[C@@H](CO)N3CCCCN(CC4CC4)C[C@H]23)cc1	-0.57

A draw from above in order of heavy-atom count, falling:
SMILES	IDE exosite FP
C[C@H]1CN([C@@H](C)CO)C(=O)CCCn2cc(nn2)CO[C@H]1CN(C)S(=O)(=O)c1ccc(-n2cccn2)cc1	-0.59
CCCC(=O)Nc1ccc2c(c1)C(=O)N(C)C[C@H](OC)[C@@H](C)CN(Cc1ccc(F)cc1)[C@@H](C)CO2	0.24
CCCC#Cc1ccc([C@H]2[C@H](CO)N3C(=O)CN(C(=O)Nc4cc(F)ccc4F)C[C@@H]23)cc1	2.9
N#C[C@H]1[C@H](c2ccc(C#Cc3ccc(F)cc3)cc2)[C@@H](CO)N1C(=O)C1CCC1	5.9
CC(=O)N1CC(=O)N2[C@H](CO)[C@@H](c3ccc(-c4ccc(C#N)cc4)cc3)[C@@H]2C1	1.8

(listing goes on)
SMILES	IDE exosite FP
C[C@H]1CN([C@@H](C)CO)C(=O)CCCn2nncc2CO[C@@H]1CN(C)C(=O)Nc1ccccc1C(F)(F)F	-0.16
CC(C)N(C[C@@H]1N[C@H](CO)[C@@H]1c1ccc(C2=CCCC2)cc1)C(=O)C1CC1	3.5
CC(C)C#Cc1ccc([C@H]2[C@H]3CN(C(=O)c4ccc5c(c4)OCO5)CCCCN3[C@H]2CO)cc1	2
CN(C)C(=O)c1cccc(-c2ccc([C@@H]3[C@@H](CO)N4CCCCN(S(C)(=O)=O)C[C@H]34)cc2)c1	2.6
N#C[C@@H]1[C@@H](c2ccccc2)[C@@H](CO)N1C(=O)c1ccc2c(c1)OCO2	0.28
COc1cccc(-c2ccc([C@@H]3[C@@H](C#N)N(C(=O)Cc4ccccc4)[C@H]3CO)cc2)c1	3
CC(C)NC(=O)N1CCCCN2[C@H](CO)[C@H](c3ccc(C#Cc4ccccc4)cc3)[C@@H]2C1	-9.8*
CCCC(=O)N1CC2(C1)CN(S(=O)(=O)c1ccc(C)cc1)[C@H](CO)c1[nH]c3cc(OC)ccc3c12	0.71
Cc1cccc(-c2ccc([C@H]3[C@@H](CO)N4CCCCN(S(=O)(=O)c5cn(C)cn5)C[C@H]34)cc2)c1	-11*
COc1ccc(NC(=O)N2CC(=O)N3[C@H](CO)[C@@H](c4ccc(C5=CCCC5)cc4)[C@@H]3C2)cc1	4.5
CCC(=O)N1C[C@H](C)[C@H](OC)CN(C)C(=O)c2cc(NC(=O)Nc3ccc(Cl)cc3)ccc2OC[C@H]1C	0.051
COc1ccc(S(=O)(=O)Nc2ccc3c(c2)C(=O)N([C@H](C)CO)C[C@H](C)[C@H](CN(C)S(=O)(=O)c2ccc(Cl)cc2)OCCCC[C@@H](C)O3)cc1	0.61
Cc1cccc(-c2ccc([C@H]3[C@H](CO)N4C(=O)CN(C(=O)NC5CCCCC5)C[C@@H]34)cc2)c1	-16*
N#C[C@@H]1[C@@H](c2ccc(/C=C/c3ccccc3)cc2)[C@@H](CO)N1C(=O)C1CC1	-0.91
Cc1cccc(-c2ccc([C@@H]3[C@H](CO)N4CCCCN(CCC(F)(F)F)C[C@@H]34)cc2)c1	-2.7
CN1C(=O)c2cc(NC(=O)Nc3ccccc3Cl)ccc2OC[C@@H]2O[C@@H](CC(=O)O)CC[C@H]21	-0.86
COc1ccc2c3c([nH]c2c1)[C@H](CO)N(CC1CC1)CC31CN(C(=O)NC2CCCC2)C1	-2.5
COCC(=O)N(C)C[C@H]1[C@H](c2ccccc2)[C@H](CO)N1C(=O)Cc1ccncc1	-0.5
O=C(c1cccc(F)c1)N1CCCCN2[C@H](CO)[C@@H](c3ccc(C#CC4(O)CCCC4)cc3)[C@H]2C1	0.99
